Vif-A3G inh – Vif-A3G binding inhibition; 0.076% of 410,000 active; Potency, µM (series often up to 46.1 µM), inactives show at the top dose activity, negative = active, usual class: inhibitors; Q9HC16; HeLa A3G-eYFP + Vif (tagged APOBEC3G with the HIV-1 protein that degrades it), YFP fluorescence, overnight;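 note: potency is the fitted concentration of half-maximal effect; % is set by controls: 0 for no effect and ±100 for the full control effect; nearly all actives have a fitted effect of over 60% in size; hits raise eYFP signal because A3G escapes Vif-driven loss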
Target sequence (Q9HC16 whole entry, looked up): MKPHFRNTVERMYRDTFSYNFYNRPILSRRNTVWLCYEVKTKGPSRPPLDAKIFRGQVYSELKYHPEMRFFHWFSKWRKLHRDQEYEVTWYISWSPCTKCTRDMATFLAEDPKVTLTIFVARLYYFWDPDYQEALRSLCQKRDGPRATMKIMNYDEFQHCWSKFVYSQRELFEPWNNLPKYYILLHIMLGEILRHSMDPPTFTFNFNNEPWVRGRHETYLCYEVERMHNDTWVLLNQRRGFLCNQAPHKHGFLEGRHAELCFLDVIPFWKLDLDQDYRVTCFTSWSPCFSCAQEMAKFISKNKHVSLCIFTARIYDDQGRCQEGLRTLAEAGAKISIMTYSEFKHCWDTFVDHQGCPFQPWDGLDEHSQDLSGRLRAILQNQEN
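HeLa cells stably expressing Vif and C-terminally eYFP-tagged A3G, seeded overnight at 37 deg C, then exposed to compound by pintool overnight at 37 deg C. Rise in yellow fluorescence (Ex 488/Em 500-530, Acumen) marks blocked Vif-driven A3G degradation.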
LDHA inh – LDHA (human) enzyme inhibition | purified LDHA, NADH/diaphorase-resazurin fluorescence; hits give low values | activity change, % (values are at about 110 or 230 µM) | AID 1347041 | 0.15% of 480,000 active; in the data active = activity change below about -30%; inconclusive = mostly about -25% to -30%;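 note: plate controls were DMSO wells for no effect and wells without enzyme for full effect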
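Remaining NADH was detected by diaphorase (0.133 mg/mL) converting 37 µM resazurin to fluorescent resorufin, read at 0 and 20 minutes. The preceding 5-minute room-temperature reaction used 2 nM LDHA, 0.2 mM sodium pyruvate and 0.06 mM NADH at pH 7.4.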
GRP78 ERSR act – inducers of ER stress response in human glioma cells; 0.02% of 420,000 active; AID 602332; Potency, µM, for the others: at the top dose activation, most hits filed as activators; U87-MG GRP78 promoter luciferase reporter, 16 h; note: potency is the fitted concentration of half-maximal effect; series mostly up to about 76 µM; % of control where 0% means no effect; nearly all actives have a fitted effect of over 35% in size
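Stably transfected U87-MG glioma cells carrying a GRP78-based luciferase sensor; 16 h compound incubation. Luminescence end-point read 10 min after Bright-Glo addition at room temperature.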
TrxR1 substrate – substrates of rat thioredoxin reductase 1. O89049. purified TrxR1 substrate turnover, NADPH consumption readout. Potency, µM (highest dose often 114 µM), inactives show at the top dose activity change, negative = substrate turnover. 0.01% of 390,000 active; note: potency is the fitted concentration of half-maximal effect; % is set by controls: 0 for no effect and ±100 for the full control effect; nearly all actives have a fitted effect of over 50% in size
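Rat TrxR1, dispensed at 90 nM, was prereduced with 400 uM NADPH (final) for 5 min at ~22 deg C, then incubated with compound 15 min before 400 uM selenite. A first-read NADPH fluorescence drop versus no-compound background flagged substrates.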
PI4K2A block – PI4K2A (human) kinase inhibition | Q9BTU6 | 0.13% of 420,000 active | activity change, negative = inhibition, % at 76.9 µM | purified PI4K2A, ADP-Glo luminescence, 1 h; hits give low values | AID 1346378; in the data active = activity change below about -50%; inconclusive = mostly about -30% to -49%;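 note: -100% = wells without enzyme as full effect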
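In this quantitative HTS, ADP production by PI4K2A was quantified luminescently after 1 h at ambient temperature; 100 microM adenosine served as plate-quality control.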
Vif-APOBEC3F blk – blocks the Vif interaction with APOBEC3F | 0.2% of 390,000 active | AID 602313 | HeLa A3F-eYFP + Vif (tagged APOBEC3F with the HIV-1 protein that degrades it), YFP fluorescence increase | Potency, µM (series often up to 46.1 µM), for the others: at the top dose activity, negative = active; note: potency is the fitted concentration of half-maximal effect; % of control where 0% means no effect; nearly all actives have a fitted effect of over 65% in size
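Fluorescence increase (Ex 488/Em 500-530) after overnight compound treatment at 37 deg C flags inhibition of Vif-driven A3F-eYFP loss in stable HeLa A3F-eYFP/Vif cells seeded overnight beforehand.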
RXFP1 ag – RXFP1 (human) receptor agonism. 0.3% of 370,000 active. Potency, µM (series often up to 57.5 µM), inactives show top-dose activation, usual class: activators. HEK293T-RXFP1 cAMP TR-FRET, 30 min; response scale: percent of porcine relaxin response, buffer zero. AID 2676. Q9HBX9; note: potency is the fitted concentration of half-maximal effect; % is set by controls: 0 for no effect and ±100 for the full control effect; nearly all actives have a fitted effect of over 60% in size; many of its hits are not listed in these tables
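cAMP rise read by TR-FRET after 30 min, 37C compound exposure (up to 58 uM) in RXFP1-transfected HEK293 cells with Ro 20174 present. EC50 from Hill-equation fits, with 29 nM porcine relaxin as 100% and buffer as basal.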
mIDH1 inhibitor – blocks human mutant IDH1 R132H enzyme. IDH1-R132H enzyme, NADPH consumption, diaphorase/resazurin fluorescence. 0.093% of 390,000 active. Potency, µM (titrated, usually from 76.6 µM), for the others: top-dose activity change, negative = inhibition, actives largely listed as inhibitors; note: potency is the fitted concentration of half-maximal effect; % is set by controls: 0 for no effect and ±100 for the full control effect; nearly all actives have a fitted effect of over 65% in size
Target sequence (O75874 whole entry R132H, stated change not applied): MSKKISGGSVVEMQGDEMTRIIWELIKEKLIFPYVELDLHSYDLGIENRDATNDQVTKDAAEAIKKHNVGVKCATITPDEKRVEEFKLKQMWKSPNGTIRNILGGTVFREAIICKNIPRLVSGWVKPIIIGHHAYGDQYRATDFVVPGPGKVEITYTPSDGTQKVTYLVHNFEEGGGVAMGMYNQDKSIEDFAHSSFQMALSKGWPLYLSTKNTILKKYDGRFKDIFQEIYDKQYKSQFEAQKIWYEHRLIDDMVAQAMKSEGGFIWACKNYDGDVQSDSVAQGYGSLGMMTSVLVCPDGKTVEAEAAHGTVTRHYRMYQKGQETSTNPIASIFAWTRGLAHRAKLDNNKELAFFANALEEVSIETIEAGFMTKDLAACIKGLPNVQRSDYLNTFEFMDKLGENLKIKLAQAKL
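IDH1-R132H (0.5 ug/mL) preincubated 30 min with compound, then NADPH (0.016 mM) and alpha-KG (2 mM) added; 80 min at RT, pH 7.5. Remaining NADPH coupled via diaphorase/resazurin to fluorescence (540/590 nm); concentration-response curves normalized to no-enzyme control.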
USP1 inh – blocks the human USP1/UAF1 deubiquitinase complex. 0.23% of 390,000 active. O94782. recombinant USP1/UAF1, Ub-Rhodamine cleavage fluorescence. AID 743255. Potency, µM (doses to about 57.1 µM), for the others: at the highest dose activity change, negative = inhibition, hits mostly inhibitors; note: potency is the fitted concentration of half-maximal effect; % is set by controls: 0 for no effect and ±100 for the full control effect; nearly all actives have a fitted effect of over 60% in size; inactives centre near -12
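High-throughput fluorogenic screen: 1nM USP1/UAF1 complex, Ub-Rho substrate 150nM final, 50mM HEPES pH 7.8 with 0.5mM EDTA, 0.1 mg/ml BSA, 1mM TCEP and 0.01% Tween-20.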
* = called active by the depositor; ? = inconclusive; · = no result given; & = joins results of further samples; [ ] = dose if it differs, or a comment. Unless noted, calls come from the whole dose curve; as a rule, active = well fitted curve in the direction sought with a large enough effect; inconclusive = small, poorly fitted or top-dose-only effect, or another doubt; inactive = no such curve, though single readings can be large; an effect the other way counts as inactive or inconclusive. These rows are one share of the data; the hit share may differ from the screen's.

SMILES | Vif-A3G inh | LDHA inh | GRP78 ERSR act | TrxR1 substrate | PI4K2A block | Vif-APOBEC3F blk | RXFP1 ag | mIDH1 inhibitor | USP1 inh
Cc1ccc(-n2c(Cn3nc(C(F)F)cc3C(F)F)n[nH]c2=S)cc1 | 4% | -7 | 0% | 4% | -1 | -7% | 1.4% | 4% | -11%
COC(=O)c1cccc(COC(=O)c2ccc(N(C)C)cc2)c1 | -9% | 1 | -1% | 0% | 1 | -6% | 1.0% | 7% | -25%
CCn1c(=S)sc2c(=O)n(CC(=O)Nc3ccc(OC)cc3)c(C)nc21 | 4% | -1 | -1% | 5% | -6 | -14% | 3.0% | 0% | -13%
Cc1nc(C)c(-c2csc(NCc3ccco3)n2)s1 | 1% | 2 | 8% | 2%[57.1 µM] | 8 | -8% | 1.1% | 3% | -9%
O=C(NCc1ccccc1)C1(c2cccc(F)c2)CCCC1 | 8% | 1 | -2% | 2% | 1 | ? | -0.9% | 14% | -15%
O=[N+]([O-])c1ccc(COc2cccc(CNc3ccc(Br)cc3)c2)cc1 | -2% | -3 | -2% | 8%[57.1 µM] | 4 | 12% | -1.5% | 4% | -19%
COc1ccccc1NC(=O)CSc1nnc(Cc2cc(=O)[nH]c(=O)[nH]2)n1-c1ccccc1 | 0% | -8 | -5% | 11% | 0 | 1% | 0.0% | 3% | -15%
CCOc1ccc(NC(=O)C(=O)N/N=C\c2ccc(CNS(=O)(=O)c3ccccc3)o2)cc1 | -15% | -9 | 1% | 6%[0.0914 µM] | -4 | 2% | 1.6% | 0% | -20%
Cc1cc(N)n2ncc(-c3ccc(F)cc3)c2n1 | -6% | -8 | 0% | 9% | 6 | -1% | 0.7% | 3% | -18%
CCC(=O)NC(Nc1sc2c(c1C(=O)OC)CCN(C)C2)(C(F)(F)F)C(F)(F)F | 0% | 1 | -3% | 10% | -4 | 0% | 1.0% | 1% | -21%
COc1ccc(-n2c3c(cc(C(=O)NCC(=O)c4ccccc4)c2=O)C(=O)CC(C)(C)C3)cc1 | -1% | -7 | -6% | -2% | 2 | ? | -1.4% | 3% | -2%
CC1(C)CN(Cc2ccccc2)C(=O)[C@H]1CC(=O)Nc1ccc(Br)cc1 | -2% | -4 | 0% | · | 2 | -6% | · | -9% | -8%
Cc1ccc2c(=O)cc(CSCC(=O)Nc3nnc(C)s3)[nH]c2c1 | 1% | 10 | -3% | 3%[57.1 µM] | -1 | -3% | -1.2% | 8% | 14%
O=C(c1ccc(COCC(F)(F)F)o1)N1CCCC1 | 7% | -7 | -3% | 3% | 2 | -14% | -1.8% | 20% | -7%
COc1ccc(CCNC(=O)c2nnn(-c3ccccc3OC)c2N)cc1OC | -2% | -8 | -2% | 7%[57.1 µM] | 8 | -5% | 0.2% | 4% | -20%
CCOC(=O)c1ccc(COc2nc3ccccc3nc2-c2ccccc2NC(C)=O)o1 | -4% | 1 | -10% | -6% | -3 | -2% | 2.4% | 2% | -18%
CC(C)OC(=O)c1c(NC(=O)c2ccco2)sc2c1CCCCC2 | -2% | 8 | -1% | 17% | 0 | · | 3.5% | -3% | -24%
Cc1ccc(N2CCN(S(=O)(=O)c3cccc4ccccc34)CC2)cc1Cl | -3% | -3 | -3% | 2% | 0 | -3% | 1.1% | 12% | -22%
CCCCn1c(N)c(N(CC(C)C)C(=O)CCCc2cccs2)c(=O)[nH]c1=O | 0% | -3 | -1% | -11% | 2 | -11% | 2.5% | 2% | -6%
COc1cc(OC)cc(C(=O)Nc2cc3c(cc2N2CCOCC2)n(C)c(=O)n3C)c1 | 0% | 17 | -3% | 1% | 2 | -8% | 1.5% | 0% | ?
Cc1cc(C)n(-c2nc(NCCCO)c3c4c(sc3n2)CCCC4)n1 | -11% | 0 | 1% | 37%[activator][57.1 µM] | -5 | 0% | 2.4% | 5% | ?
COc1ccc(Br)cc1CNC(=O)c1ccc2c(c1)N(C)CCS2 | 0% | 1 | -4% | 54%[activator][57.1 µM] | 5 | 1% | 29% | -4% | -4%
CCc1ccc(C(=O)CN2C(=O)NC(C)(CCc3ccccc3)C2=O)cc1 (stereo not drawn) | -7% | 5 | 0% | -5% | 1 | 6% | -0.5% | 8% | -12%
O=C(NNC(=O)c1n[nH]c2ccccc12)c1ccccc1 | 1% | -8 | 2% | -7% | -8 | 0% | 1.8% | 4% | 0%
CCOC(=O)N1CCN(Cc2nc3cc(NC(=O)CC(C)C)ccc3n2C(C)C)CC1 | · | -1 | · | -5% | -2 | · | 0.5% | · | -2%
CC(C)CNc1ncnc2onc(-c3ccc(Cl)cc3)c12 | -6% | -2 | -2% | -6% | -3 | -3% | 1.4% | -5% | -21%
CC(=O)c1ccc(OC(=O)CCNC(=O)c2ccccc2)cc1 | -3% | -18 | -5% | 6% | 2 | 1% | · | -12% | -13%
CN(C(=O)c1ccccc1Cl)c1ccccc1C(=O)NCCc1ccccc1 | 1% | -6 | -1% | 10% | 1 | 11% | 0.7% | -2% | -16%
Cc1ccc(SCC(=O)Nc2ccccc2C(=O)O)cc1 | -5% | -2 | -6% | 9%[57.1 µM] | 4 | 4% | 2.8% | 4% | -10%
COC(=O)c1ccc(-c2sc3nc(N4CCOCC4)c4c(c3c2N)CC(C)(C)OC4)o1 | -6% | 3 | -2% | -3%[57.1 µM] | -2 | -26% | 4.4% | -1% | -11%
C=CCn1cc(CN2CCC(C(=O)Nc3ccc(Oc4cccnc4)cc3)CC2)c(C)n1 | 1% | -2 | 0% | -4% | 9 | -2% | 0.7% | 0% | -24%
O=C(Cn1[nH]c(=O)c2ccccc2c1=O)OCC(=O)c1ccc(F)cc1 | 0% | -5 | 1% | 3%[57.1 µM] | 0 | 1% | 3.0% | 14% | -20%
Cc1cccc(N2CCN(C(=O)CCNS(=O)(=O)c3ccc4c(c3)CCN4C(=O)C3CC3)CC2C)c1 (stereo not drawn) | -1% | 4 | -2% | -3%[57.1 µM] | 4 | 10% | 0.9% | -11% | -18%
COc1ccc(OC)c(C(=O)c2coc3ccc(OCC(=O)O)cc23)c1 | 2% | -4 | 4% | 16%[57.1 µM] | -2 | -6% | 10% | 2% | -19%
COC(=O)C1C(O)=C(C(C)=Nc2cccc3ccccc23)C(=O)CC1(C)C (stereo not drawn) | 4% | 10 | -2% | 98%[activator] | -3 | -1% | -2.6% | 22% | -7%
COc1ccc2nc(SCC(=O)Nc3nonc3C)[nH]c2c1 | 1% | 0 | 2% | -4%[57.1 µM] | -2 | -11% | -1.4% | 17% | -11%
Cc1ccc(N2C(=O)CS(=O)(=O)C23C(=O)N(C)c2ccccc23)cc1F (stereo not drawn) | -1% | -2 | -2% | 3% | 0 | -2% | 0.3% | -25% | -21%
O=[N+]([O-])c1cc(Br)c(O)c(/C=N/Nc2nc3ccccc3s2)c1 | 0% | 4 | 0% | 1% | 2 | -18% | -1.2% | 3% | -18%
Cc1ccc(SC2=NS(=O)(=O)c3ccccc32)c(C)c1 | -3% | 0 | -5% | -1% | · | · | · | · | ·
COc1ccc(OC)c(N2C(N)=NC(N)=NC23CCCC3)c1 | 5% | 1 | -8% | 6%[57.1 µM] | 1 | 7% | 0.6% | 0% | -5%
Cc1ccc(NC(=O)COc2ccc(-n3ccnc3)cc2)cc1Cl | 3% | -5 | -3% | -3% | -5 | 3% | -0.2% | 8% | -8%
CCNC(=O)COc1ccc(-c2ccccc2)cc1 | -2% | -3 | -1% | -3% | 3 | 0% | 0.6% | 3% | -14%
O=C1CC[C@H](N2C(=O)c3ccccc3C2=O)C(=O)N1 | -4% | -3 | -2%&-2%&-5% | -2% | -6 | 3% | 0.1% | 2% | -24%
Cc1ccc([C@H]2C[C@@H](O)[C@H](n3cc(COC(=O)c4ccccc4)nn3)CN2CC2CCCCC2)cc1 | 2% | -7 | -5% | · | 1 | 1% | · | -10% | -10%
CCOC(=O)C1=NN2C(O)C3(C)CC(C(=O)OCC)=NN3C(O)C2(C)C1 (stereo not drawn) | 1% | -14 | -7% | · | 0 | 6% | · | -15% | -2%
COc1ccc(OC2(C)CCN(Cc3ccccc3OC(F)F)C2)cc1 (stereo not drawn) | -3% | -1 | -4% | · | 5 | · | · | · | ·
O=C(N/N=C/c1c[nH]c2ccccc12)c1cc2ccccc2o1 | ? | -2 | 0% | -1% | -20 | 3% | 6.0% | 9% | -11%
COC(=O)c1ccc(C2OCC(C)(C)CO2)cc1 | 0% | -4 | 3% | 7% | 2 | -1% | -2.7% | 7% | -4%
Cc1cc(=O)n2nc(N3CCCC(C(=O)Nc4ccc(C)c(C)c4)C3)sc2n1 (stereo not drawn) | -3% | -1 | -1% | 5%[57.1 µM] | -9 | -1% | 4.9% | 1% | -15%
COc1ccc(S(=O)(=O)NCC2CCCN(C(=O)CNC(C)=O)C2)cc1 (stereo not drawn) | -4% | -7 | -3% | 1% | 6 | -3% | -2.0% | -3% | -3%
CCOC(=O)c1ccc(NC(=O)NC2CCN(CC(=O)NCc3ccc4c(c3)OCO4)CC2)cc1 | 2% | -16 | -3% | 4% | -3 | 4% | 0.1% | -7% | -18%

Assay outcomes as filed in PubChem BioAssay.
